GLD-1 RNA inh = GLD-1-TGE RNA interaction inhibition (C. elegans) | purified GLD-1 + fluorescein TGE RNA, fluorescence polarization | Q17339 | inhibition, % at 5.96 µM | 320,000 tested, 0.44% active | AID 2280;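 active means percent inhibition above a per-plate cutoff, the plate mean of test compounds plus 3 SD, cut at about 30% in these data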;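 further: 0% = DMSO wells with GLD-1 and probe and 100% = wells lacking GLD-1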
PAFAH1B2 inh = inhibitors of human PAFAH1B2. recombinant PAFAH1B2, FP-rhodamine activity probe, fluorescence polarization. inhibition, % at 3.39 µM. 340,000 tested, 1.2% active. AID 492953;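 active means inhibition above the mean of all tested compounds plus 3 SD, cut at about 24% in these data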;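 further: 0% = enzyme with DMSO and 100% = wells lacking PAFAH1B2; many of its hits are not listed in these tables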
Target sequence (P68402 whole entry, looked up): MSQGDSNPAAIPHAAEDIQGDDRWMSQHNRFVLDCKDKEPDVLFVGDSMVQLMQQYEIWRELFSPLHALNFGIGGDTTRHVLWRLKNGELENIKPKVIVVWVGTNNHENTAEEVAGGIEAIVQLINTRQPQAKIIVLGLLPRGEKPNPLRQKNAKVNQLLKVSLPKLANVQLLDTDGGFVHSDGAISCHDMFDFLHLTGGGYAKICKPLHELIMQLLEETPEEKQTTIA
MEX-5 binding = C. elegans MEX-5 TCR-2 RNA binding activity; 300,000 tested, 0.38% active; MEX-5/FITC-TCR2 RNA binding, fluorescence polarization; hits give low values; activity score (negative = inhibition of binding), % at 10 µM; AID 1832;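 active means inhibition past about -25% in most replicates, and total fluorescence under double the plate's negative control median, limit read from the data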;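 further: 0% = DMSO and -100% = 5 µM competing unlabeled TCR2 RNA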
BCLXL inh = inhibitors of human Bcl-xL; GST-Bcl-xL / FITC-Bim BH3 peptide fluorescence polarization; inhibition, % at 10.9 µM; AID 2129; 320,000 tested, 0.7% active;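 active means inhibition above the mean of all tested compounds plus 3 SD, cutoff set per campaign, cut at about 30% in these data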;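 further: 0% = DMSO wells and 100% = unlabeled Bim-BH3 peptide competitor; inhibitors lower millipolarization by displacing the labeled peptide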
MCL1 BIM primary = disrupts human MCL1 binding to BIM-BH3 peptide. 320,000 tested, 0.68% active. Q07820. inhibition, % at 10.9 µM. GST-MCL1 / FITC-Bim-BH3 fluorescence polarization;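 active means inhibition above the mean inhibition of all tested compounds plus 3 SD, set per campaign, cut at about 40% in these data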;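 further: 0% = DMSO wells and 100% = unlabeled Bim-BH3 peptide control; higher means more loss of mP so more displacement of Bim peptide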
Fam108B inh = Fam108B inhibition, counter-screen for RBBP9 inhibitors | inhibition, % at 9.51 µM | recombinant Fam108B, FP-Rh probe fluorescence polarization | AID 1947 | 300,000 tested, 0.33% active;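 active means inhibition above the screen mean inhibition plus 3 SD, computed separately per campaign, cut at about 18% in these data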;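 further: inhibitors lower polarization as less probe binds the enzyme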
AHR act = activates the human aryl hydrocarbon receptor | P35869 | activation, % at 5 µM | AHR-responsive luciferase reporter cells, luminescence | 320,000 tested, 2.5% active | AID 2796; in the data active means activation above about 47%;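 further: 0% = vehicle wells and 100% = reference agonist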
Target sequence (P35869 whole entry, looked up): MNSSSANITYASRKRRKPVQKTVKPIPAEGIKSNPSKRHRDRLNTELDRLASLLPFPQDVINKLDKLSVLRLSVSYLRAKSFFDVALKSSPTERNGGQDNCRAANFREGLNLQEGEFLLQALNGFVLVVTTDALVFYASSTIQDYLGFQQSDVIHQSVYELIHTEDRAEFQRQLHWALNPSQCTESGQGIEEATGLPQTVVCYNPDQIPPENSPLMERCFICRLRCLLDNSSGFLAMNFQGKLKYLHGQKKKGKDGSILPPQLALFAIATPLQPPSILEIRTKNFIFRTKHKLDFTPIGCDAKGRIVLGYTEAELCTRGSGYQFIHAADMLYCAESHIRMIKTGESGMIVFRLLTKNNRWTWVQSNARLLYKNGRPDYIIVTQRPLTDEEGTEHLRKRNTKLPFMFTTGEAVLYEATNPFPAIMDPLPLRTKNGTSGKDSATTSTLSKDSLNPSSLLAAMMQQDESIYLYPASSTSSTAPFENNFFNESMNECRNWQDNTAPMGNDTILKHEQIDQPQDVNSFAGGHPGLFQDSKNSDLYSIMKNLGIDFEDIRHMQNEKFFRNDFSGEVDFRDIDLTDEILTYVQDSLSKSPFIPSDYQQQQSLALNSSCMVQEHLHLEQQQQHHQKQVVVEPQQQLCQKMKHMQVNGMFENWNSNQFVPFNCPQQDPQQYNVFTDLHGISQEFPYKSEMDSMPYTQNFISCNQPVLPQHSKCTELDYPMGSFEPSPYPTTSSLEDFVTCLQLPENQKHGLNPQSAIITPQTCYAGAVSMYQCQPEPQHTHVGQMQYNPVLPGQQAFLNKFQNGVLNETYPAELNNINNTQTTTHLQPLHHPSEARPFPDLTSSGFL
pPAFAH inh = inhibitors of human plasma PAF acetylhydrolase (pPAFAH); Q13093; recombinant pPAFAH, FP-rhodamine probe fluorescence polarization; inhibition, % at 3.39 µM; 330,000 tested, 1.5% active; AID 463082;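 active means inhibition above the mean inhibition across the screen plus 3 SD, cut at about 25% in these data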;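 further: inhibitors block binding of the rhodamine activity-based probe so polarization drops; 0% = enzyme with DMSO and 100% = wells lacking pPAFAH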
PME-1 inh = blocks human protein phosphatase methylesterase 1. inhibition, % at 5.9 µM. recombinant PME-1, FP-Rh probe fluorescence polarization. AID 2130. 320,000 tested, 0.53% active;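 active means inhibition above the campaign mean of all compounds plus 3 SD, cut at about 26% in these data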;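 further: competitive labeling of PME-1 active site by serine hydrolase directed probe; 0% = PME-1 with DMSO and 100% = wells lacking PME-1 enzyme; inhibitors block probe labeling so polarization falls and inhibition rises; many of its hits are not listed in these tables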
* = called active by the depositor; · = not tested or not shown.

SMILES	GLD-1 RNA inh	PAFAH1B2 inh	MEX-5 binding	BCLXL inh	MCL1 BIM primary	Fam108B inh	AHR act	pPAFAH inh	PME-1 inh
CCCC(=O)N1CCN(c2ccc(NC(=O)c3cccs3)cc2)CC1	-1	1	-0.4	9	9	1	1	10	8
COc1ccc(C2CC(c3cccs3)=NN2C(=O)CSc2nc(=O)n3ccc(C)cc3n2)cc1 (stereo unspecified)	-10	0	4.9	2	3	-4	3	10	2
N#C/C(=C\c1cccnc1)C(=O)NC1CCCCC1	2	3	1.2	4	4	-7	-2	4	-2
O=C(COC(=O)Cn1c(C(F)(F)F)nc2ccccc21)Nc1ccc2c(c1)OCCO2	4	-3	1.4	-2	-5	-1	-1	1	2
COc1ccc(NC(=O)CCS(=O)(=O)c2cccc3nonc23)cc1	7	-4	0.0	7	8	5	-1	7	1
CCc1cc(=O)oc2cc(OC(=O)c3ccco3)ccc12	1	4	-0.3	-2	2	3	2	0	2
O=C(CCC(=O)N1CCOc2ccc(Cl)cc21)NCCN1CCOCC1	1	5	-1.7	-2	-4	-2	1	2	-1
COc1ccc(-n2c(COc3ccccc3)nnc2SCC(N)=O)cc1	-3	7	2.3	-9	-6	2	7	5	0
COc1cc(CNCc2ccccc2C(F)(F)F)cc(OC)c1	2	0	-1.1	6	3	-3	2	1	-6
CCCCN(CC)c1nc(N)c(C#N)c(CC#N)c1C#N	-19	7	1.3	-7	-17	4	12	15	3
Nc1c(C(=O)NCc2ccc3c(c2)OCO3)nnn1Cc1ccc(Br)cc1	-1	3	1.0	5	0	-1	7	-8	1
O=C(N/C(=C\c1cccc(Br)c1)C(=O)N1CCCCC1)c1ccco1	1	5	-2.3	3	2	-7	4	5	-3
Cn1c(SCC(=O)c2cc(Cl)c(Cl)s2)nnc1-c1ccco1	-5	·	-1.5	10	7	-4	-4	21	-1
COc1ccc(N(C(C)C(=O)NN=C2CCCC2)S(C)(=O)=O)cc1 (stereo unspecified)	4	2	0.6	-2	0	-5	1	2	-1
O=C(NCc1ccc(C(F)(F)F)cc1)c1ccc2c(c1)S(=O)(=O)c1ccccc1C2=O	9	6	0.5	-1	2	-7	0	7	-1
COc1ccccc1C(=O)Nc1ccnn1C1CCN(Cc2cnn(C)c2)CC1	3	4	-1.7	0	1	4	1	-6	0
COc1ccc(NC(=O)CCc2nnc3ccc(NCc4ccco4)nn23)cc1OC	-3	5	-3.4	2	-5	-2	3	6	3
C=CCNc1ncnc2c1[nH]c1ccc(C)cc12	4	5	-0.6	5	10	3	105*	5	13
O=C(c1ccc2c(c1)N(Cc1ccc(F)cc1)C(=O)c1ccccc1S2(=O)=O)N1CCN(c2ccccn2)CC1	12	1	0.1	10	3	-1	0	-5	2
Cc1ccc(NC(=O)c2cn(-c3cccc(C)n3)cn2)cc1	-2	2	-2.0	-1	4	-5	-14	4	-2
CC(C)(CO)NS(=O)(=O)c1ccc2c(c1)C(=NO)c1cc(S(=O)(=O)NC(C)(C)CO)ccc1-2	5	-3	2.5	2	5	-17	1	-33	-22
Cc1ccc(Cl)cc1N(CC(=O)N1CCOCC1)S(C)(=O)=O	-1	4	-0.5	0	-6	3	0	2	-1
CCOc1nc(Nc2ccc(Cl)cc2)nc(OCC)n1	5	-1	0.8	5	12	-8	11	1	-6
O=C(C1CCCO1)N1CCN(S(=O)(=O)c2ccc(Cl)cc2)CC1 (stereo unspecified)	-2	16	1.6	7	6	0	3	4	-1
CC(=O)c1c(C)[nH]c(C(=O)NCCC2=CCCCC2)c1C	7	12	-3.1	6	7	4	146*	3	3
CCN1CCN(c2cc(=O)n(-c3cc(Cl)ccc3C)c(=O)[nH]2)CC1	9	-1	-1.9	11	19	4	-4	3	-1
N#CCCn1cc(/C=C/C(=O)O)c(-c2ccc(F)cc2)n1	3	1	1.2	2	1	4	1	-6	6
CCOC(=O)C1(Cc2ccccc2)CCCN(C(=O)C=C(C)C)C1 (stereo unspecified)	8	1	0.9	7	10	0	1	0	-3
COC(=O)C1=C(C(=O)OC)[C@@H]2N(C)c3ccc(OC)cc3[C@@]23C[C@@H](C(=O)OC)N(S(=O)(=O)c2ccc(OC)cc2)C3=N1	-3	2	0.5	6	11	5	1	1	3
CC(C)c1ccc(NS(=O)(=O)c2ccc(-n3cccn3)cc2)cc1	3	-6	0.8	6	-3	-7	1	25*	-2
Cc1c(-n2cc(C(=O)c3ccccc3O)cc(C#N)c2=O)c(=O)n(-c2ccccc2)n1C	23	1	-11	19	15	2	1	2	2
CN1C(=O)CSc2ccc(NC(=O)NCc3ccco3)cc21	-3	-2	0.7	-2	2	-1	17	4	4
O=C(O)CN1C(=O)NC2(CCCc3ccccc32)C1=O (stereo unspecified)	0	-2	0.3	3	3	5	3	-8	-17
Cc1cc(C)n(CC(=O)NCc2cc(-c3nn(C)c(=O)c4ccccc34)ccc2C)n1	2	2	0.8	4	-2	2	-2	-7	2
O=C(N/N=C/c1cc(Br)c(Br)o1)c1cc2ccccc2o1	-2	-2	-1.7	-6	-4	-4	-5	10	-16
CC(C)Cc1nc(N2CCN(C(=O)c3ccco3)CC2)c(C#N)c2c1CCCC2	0	6	0.8	3	2	1	1	24	13
Cc1csc(CN(C)C(=O)c2cn(Cc3cccc4ccccc34)nn2)n1	6	-2	-0.3	6	4	2	1	2	15
OCCN(Cc1ccccc1)C(=S)NC1CCCCC1	4	8	1.0	5	9	2	1	1	-3
O=C(c1ccccc1)c1c[nH]c2cc3c(cc2c1=O)OCCO3	6	-6	-2.4	0	-3	1	11	2	-1
Cc1onc(-c2c(Cl)cccc2Cl)c1C(=O)N1CCc2ccccc2C1	-5	-2	-2.4	7	2	1	0	4	-2
COC(=O)c1ccc(COc2ccccc2/C=N/NS(=O)(=O)c2ccccc2)cc1	9	-2	-1.8	4	4	0	3	-1	2
CCOC(=O)c1[nH]c2cc(OC)c(OC)cc2c1NC(=O)CCN1CCSCC1	1	4	-0.7	-5	-5	-4	8	5	-7
CCn1cc(CN2CCCC(C(=O)c3ccc(-c4ccccc4)c(F)c3)C2)cn1 (stereo unspecified)	0	2	-0.1	-5	1	-2	5	13	5
Cc1ccc(NC(=O)c2ccc(NCc3ccc(F)cc3)nc2)cc1	3	0	-0.3	-1	-3	0	9	0	-5
O=C(Nc1cccn2ncnc12)C(F)(F)F	-7	3	-0.8	1	4	2	3	-3	0

Some of the entries so far, with values under each structure:
Results follow in this order: GLD-1 RNA inh | PAFAH1B2 inh | MEX-5 binding | BCLXL inh | MCL1 BIM primary | Fam108B inh | AHR act | pPAFAH inh | PME-1 inh
Cc1c(-n2cc(C(=O)c3ccccc3O)cc(C#N)c2=O)c(=O)n(-c2ccccc2)n1C
    23 | 1 | -11 | 19 | 15 | 2 | 1 | 2 | 2
CN1C(=O)CSc2ccc(NC(=O)NCc3ccco3)cc21
    -3 | -2 | 0.7 | -2 | 2 | -1 | 17 | 4 | 4
O=C(O)CN1C(=O)NC2(CCCc3ccccc32)C1=O (stereo unspecified)
    0 | -2 | 0.3 | 3 | 3 | 5 | 3 | -8 | -17
Cc1cc(C)n(CC(=O)NCc2cc(-c3nn(C)c(=O)c4ccccc34)ccc2C)n1
    2 | 2 | 0.8 | 4 | -2 | 2 | -2 | -7 | 2
O=C(N/N=C/c1cc(Br)c(Br)o1)c1cc2ccccc2o1
    -2 | -2 | -1.7 | -6 | -4 | -4 | -5 | 10 | -16
CC(C)Cc1nc(N2CCN(C(=O)c3ccco3)CC2)c(C#N)c2c1CCCC2
    0 | 6 | 0.8 | 3 | 2 | 1 | 1 | 24 | 13
Cc1csc(CN(C)C(=O)c2cn(Cc3cccc4ccccc34)nn2)n1
    6 | -2 | -0.3 | 6 | 4 | 2 | 1 | 2 | 15
OCCN(Cc1ccccc1)C(=S)NC1CCCCC1
    4 | 8 | 1.0 | 5 | 9 | 2 | 1 | 1 | -3
O=C(c1ccccc1)c1c[nH]c2cc3c(cc2c1=O)OCCO3
    6 | -6 | -2.4 | 0 | -3 | 1 | 11 | 2 | -1
Cc1onc(-c2c(Cl)cccc2Cl)c1C(=O)N1CCc2ccccc2C1
    -5 | -2 | -2.4 | 7 | 2 | 1 | 0 | 4 | -2
COC(=O)c1ccc(COc2ccccc2/C=N/NS(=O)(=O)c2ccccc2)cc1
    9 | -2 | -1.8 | 4 | 4 | 0 | 3 | -1 | 2
CCOC(=O)c1[nH]c2cc(OC)c(OC)cc2c1NC(=O)CCN1CCSCC1
    1 | 4 | -0.7 | -5 | -5 | -4 | 8 | 5 | -7
CCn1cc(CN2CCCC(C(=O)c3ccc(-c4ccccc4)c(F)c3)C2)cn1 (stereo unspecified)
    0 | 2 | -0.1 | -5 | 1 | -2 | 5 | 13 | 5
Cc1ccc(NC(=O)c2ccc(NCc3ccc(F)cc3)nc2)cc1
    3 | 0 | -0.3 | -1 | -3 | 0 | 9 | 0 | -5
O=C(Nc1cccn2ncnc12)C(F)(F)F
    -7 | 3 | -0.8 | 1 | 4 | 2 | 3 | -3 | 0

The list goes on.
SMILES	GLD-1 RNA inh	PAFAH1B2 inh	MEX-5 binding	BCLXL inh	MCL1 BIM primary	Fam108B inh	AHR act	pPAFAH inh	PME-1 inh
O=C(N1CCOCC1)N1CCN(S(=O)(=O)c2ccc(F)cc2)CC1	-2	6	0.3	4	10	12	0	4	-1
C/C(=N\Nc1nncc2ccccc12)c1ccc(OCC(=O)N(C)C)cc1	-1	-1	0.4	4	-1	4	-1	2	8
COc1ccc([N+](=O)[O-])cc1NC(=O)CSc1nncn1-c1ccccc1	4	-5	-0.9	1	-3	2	3	4	-1
CCn1c(SCc2ccccc2)nc2c1c(=O)[nH]c(=O)n2C	7	3	1.0	8	-2	0	2	4	0
CC(=O)c1ccc(NC(=O)C2CCCN(S(=O)(=O)c3cccc4nonc34)C2)cc1 (stereo unspecified)	-2	29*	-3.3	8	8	4	0	-2	-1
Nc1ccc(C(=O)N/N=C\C=C\c2ccc([N+](=O)[O-])cc2)cc1	-7	3	0.6	7	2	0	1	3	-4
CC(C)Cn1c(N)c(C(=O)COC(=O)c2ccncc2)c(=O)n(C)c1=O	-4	1	-3.5	3	-3	-7	0	-3	-1
COc1ccc(S(=O)(=O)N2CCCCCC2)cc1C(=O)N(C)CC(=O)Nc1c(Cl)cccc1Cl	7	3	2.5	4	0	3	-2	4	3
Cc1cccc(C)c1NC1=NC(C)(C)N=C(N)N1	-3	2	-1.0	7	5	3	3	1	0
O=C(N/N=C/c1ccc(N2CCOCC2)cc1)C1COc2ccccc2O1 (stereo unspecified)	0	3	-1.3	-1	-6	-3	12	3	-6
Cc1ccc(N2C(=O)SC(Cc3ccccc3)C2=O)cc1 (stereo unspecified)	-2	5	-0.8	6	1	-2	-1	3	4
O=C(CCSc1ccccc1Cl)NNC(=O)c1ccncc1	8	-4	-3.0	2	5	1	-1	-2	-2
COC(=O)c1sc2nc(SCc3ccccc3C#N)n(N)c(=O)c2c1C	-3	-3	-0.5	-2	-10	-7	8	-10	-4
COc1cccc(NC(=O)C2CC(=O)N(Cc3ccc(C)cc3)C2)c1 (stereo unspecified)	-8	-4	1.1	9	1	1	2	-7	1
Cn1c(C(=O)Nc2ccc3c(c2)OCO3)cc2c(=O)n(C)c3ccccc3c21	1	-2	-0.9	0	-2	0	-3	-5	-1
CCn1c(Cc2ccccc2)nnc1SCc1cccc(C(=O)O)c1	-1	5	-0.6	-2	-7	-1	1	3	-3
CN1CCN(CC(=O)Nc2ccccc2Oc2ccccc2)CC1	7	2	0.4	3	-1	2	0	2	4

High-throughput results (PubChem)

These rows are one share of the data. The share of hits here may be higher or lower than overall.
